# Rab9 promoter act: activators of Rab9 promoter; actives 2.8% (n = 320,000); Huh7 Rab9 promoter-luciferase reporter, luminescence, 24 h; Potency, µM (highest dose often 9.22 µM), without a hit: at the highest dose activation, negative = inhibition, usual class: activators; also: potency is read from the fitted curve at half-maximal effect; % of control where 0% means no effect; nearly all actives have a fitted effect of over 60% in size
#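 Huh7 cells stably carrying a Rab9 promoter-luciferase reporter, 1500 cells per well in OP-MEM I with 10% FBS, treated with compound 24 hours at 37C. Luciferase activity read by luminescence after 10 minutes with Amplite reagent.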
# Coupling enz: counter-screen for Giardia aldolase inhibitors: coupling enzyme system. coupling enzyme system counterscreen, AmpLite Red fluorescence. activity change, negative = inhibition, % at 58.2 µM, hits read low. actives 0.67% (n = 290,000); in the data active = activity change below about -30%; also: % is scaled to controls: 0 for no effect and ±100 for the full control effect
#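 Fluorescence at 525 nm excitation and 598 nm emission measured inhibition of the coupled detection system without aldolase. Compounds (at 57.5 uM final) were preincubated 10 min at room temperature with coupling enzyme reagent before a 20 min substrate/AmpLite Red step.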
# uPA surface inh: inhibitors of cell surface uPA generation; cell surface uPA generation assay, qHTS; Potency, µM (doses to about 38.3 µM), inactives show at the top dose activity change, negative = inhibition, usual class: inhibitors; actives 0.31% (n = 330,000); active = well fitted inhibition curve with a large enough effect; inconclusive = small, poorly fitted or top-dose-only effect; inactive = no such curve, though single readings can be large or run the other way; tested in mouse RAW 264.7 cells; also: potency is read from the fitted curve at half-maximal effect; % is scaled to controls: 0 for no effect and ±100 for the full control effect; nearly all actives have a fitted effect of over 55% in size
# FLuc counter: firefly luciferase modulation, counter-screen for miR-21 project | P08659 | purified FLuc, Km substrates, luminescence inhibition | Potency, µM (doses to about 57.5 µM), inactives show top-dose activity change, negative = inhibition, actives largely listed as inhibitors | actives 6.9% (n = 360,000) | AID 588342;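 also: potency is read from the fitted curve at half-maximal effect; plate controls were vehicle for no effect and reference inhibitor for full effect; nearly all actives have a fitted effect of over 55% in size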
# Target sequence (P08659 whole entry, looked up): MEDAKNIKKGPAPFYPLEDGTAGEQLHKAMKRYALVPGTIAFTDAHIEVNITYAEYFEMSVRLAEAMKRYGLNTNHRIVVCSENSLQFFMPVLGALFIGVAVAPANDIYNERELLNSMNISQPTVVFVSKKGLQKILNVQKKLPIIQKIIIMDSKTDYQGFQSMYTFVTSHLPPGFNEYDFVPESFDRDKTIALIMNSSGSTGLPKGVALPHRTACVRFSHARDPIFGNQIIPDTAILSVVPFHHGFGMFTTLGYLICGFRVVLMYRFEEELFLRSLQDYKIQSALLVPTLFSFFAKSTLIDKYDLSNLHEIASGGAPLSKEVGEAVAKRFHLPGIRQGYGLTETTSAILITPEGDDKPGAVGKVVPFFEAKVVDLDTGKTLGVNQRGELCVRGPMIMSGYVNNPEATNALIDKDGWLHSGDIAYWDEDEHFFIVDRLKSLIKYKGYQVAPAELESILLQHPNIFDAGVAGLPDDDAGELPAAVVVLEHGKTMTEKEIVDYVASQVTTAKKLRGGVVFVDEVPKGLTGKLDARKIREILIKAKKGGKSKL
#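 Purified P. pyralis luciferase (10nM final) with 10uM D-luciferin and 10uM ATP (Km levels) in 50mM Tris acetate pH 7.5, 10mM Mg acetate, 0.01% Tween-20, 0.05% BSA; qHTS 6-point titration, ~60 µM downward; luminescence read.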
# Giardia kill: kills Giardia lamblia. activity change, % at 7.66 µM, hits read low. Giardia lamblia trophozoite viability. AID 540267. actives 0.15% (n = 340,000); in the data active = activity change below about -80%; inconclusive = between about -30% and that limit;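 also: parasites exposed to compound for two days anaerobically before the ATP read; % is scaled to controls: 0 for no effect and ±100 for the full control effect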
#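 Giardia trophozoites, 100 cells per well, were exposed to compounds for 48 hrs at 37 deg C under anaerobic conditions; viability was then read as ATP content by bioluminescence after 15-30 min at room temperature.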
# RORgamma inh: blocks mouse ROR gamma transcriptional activity. actives 5.4% (n = 310,000). AID 2551. P51450. Drosophila S2 Gal4-RORgamma UAS-luciferase reporter, 20 h. Potency, µM (top dose mostly 53.6 µM), for the others: at the highest dose activity change, negative = inhibition, usual class: inhibitors; also: potency is read from the fitted curve at half-maximal effect; % is scaled to controls: 0 for no effect and ±100 for the full control effect; nearly all actives have a fitted effect of over 60% in size
# Target sequence (P51450 whole entry, looked up, the tested form may be a part): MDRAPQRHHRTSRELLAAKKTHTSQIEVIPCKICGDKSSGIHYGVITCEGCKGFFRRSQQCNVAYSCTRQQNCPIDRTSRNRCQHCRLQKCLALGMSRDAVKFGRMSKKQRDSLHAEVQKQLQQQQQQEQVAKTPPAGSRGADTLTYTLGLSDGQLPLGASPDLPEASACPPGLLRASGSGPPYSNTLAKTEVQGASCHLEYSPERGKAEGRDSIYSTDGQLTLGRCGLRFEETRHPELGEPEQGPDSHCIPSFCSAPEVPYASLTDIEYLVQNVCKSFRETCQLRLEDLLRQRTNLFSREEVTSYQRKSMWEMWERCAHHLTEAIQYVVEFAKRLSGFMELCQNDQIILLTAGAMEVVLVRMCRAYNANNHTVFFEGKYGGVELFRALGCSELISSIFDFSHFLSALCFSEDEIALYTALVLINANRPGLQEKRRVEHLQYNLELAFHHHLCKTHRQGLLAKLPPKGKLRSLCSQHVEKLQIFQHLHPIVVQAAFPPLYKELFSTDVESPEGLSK
#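 Stable Schneider cell line, Gal4 DNA-binding domain fused to ROR gamma, UAS-luciferase. Cmpd 1 hr RT → CuSO4 700 uM final → 20 hr RT → luciferase reagent 10 min → luminescence.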
# ELG1 genotox: induces genotoxicity in HEK293T cells with luciferase-tagged ELG1; actives 1.3% (n = 330,000); Potency, µM (highest dose often 46 µM), without a hit: at the highest dose activity change, positive = activation, most hits filed as activators; HEK293T ELG1-luciferase reporter, luminescence, 16 h; also: potency is read from the fitted curve at half-maximal effect; % of control where 0% means no effect; nearly all actives have a fitted effect of over 60% in size
#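 DMSO vehicle served as control against compound-treated ELG1-luciferase HEK293T cells; exposure lasted 16 hr at 37 °C and 5% CO2, followed by ONE-Glo luminescence detection after 30 min.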
# Tb PFK block: inhibitors of T. brucei phosphofructokinase | O15648 | T. brucei PFK, ADP-Glo luminescence | Potency, µM (highest dose often 57.5 µM), for the others: at the top dose activity, negative = inhibition, most hits filed as inhibitors | actives 0.17% (n = 330,000);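 also: potency is read from the fitted curve at half-maximal effect; 0% = uninhibited 1x PFK enzyme wells and -100% = no-enzyme wells; nearly all actives have a fitted effect of over 60% in size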
#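 Compounds were pin-transferred as a titration series up to 57 uM into substrate buffer (0.5 mM F6P, 0.1 mM ATP, pH 8.0), then 1.25 nM PFK was added and reactions ran 45 min before ADP-Glo detection.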
# VP16 counter: Gal4-VP16 reporter inhibition counter-screen | Drosophila S2 Gal4-VP16 UAS-luciferase, luminescence, 20 h | Potency, µM (doses to about 53.6 µM), for the others: at the top dose activity, negative = inhibition, actives largely listed as inhibitors | actives 3.5% (n = 310,000) | AID 2546;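 also: Gal4-VP16 expression switched on by copper sulfate through the metallothionein promoter; potency is read from the fitted curve at half-maximal effect; % is scaled to controls: 0 for no effect and ±100 for the full control effect; nearly all actives have a fitted effect of over 50% in size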
# KCNH2 3.1 block: blocks the human KCNH2 3.1 channel isoform | U2OS KCNH2 3.1, thallium flux FluxOr; active compounds read low | activity change, % (tested at about 1.8 µM) | actives 0.95% (n = 340,000) | AID 720553;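 active = maximum activity change below -70%; inconclusive = maximum activity change from -70% to -50%; inactive = maximum activity change above -50%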;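 also: thallium influx rate constant from kinetic fluorescence after stimulation buffer; % is scaled to controls: 0 for no effect and ±100 for the full control effect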
#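 FluxOr-based Tl+ influx in U2OS cells transduced with KCNH2 3.1 virus; rate constants normalized to DMSO controls.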
# NPC1 prom act: NPC1 promoter activation; Potency, µM (highest dose often 9.22 µM), inactives show top-dose activation, most hits filed as activators; AID 485313; actives 2.4% (n = 320,000); Huh7 NPC1 promoter luciferase reporter, 24 h;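 also: potency is read from the fitted curve at half-maximal effect; % of control where 0% means no effect; nearly all actives have a fitted effect of over 60% in size; reporter is driven by a mutant NPC1 promoter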
#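 Luminescence from an NPC1 promoter-driven luciferase reporter in stably transfected Huh7 cells was measured after 24 h compound treatment at 37 °C, followed by 10 min ambient incubation with luciferase detection reagent.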
# Active calls of the source: *; ? = inconclusive; / = no result given; [ ] = remark or other dose. Unless noted, calls follow the shape of the dose curve; as a rule, active = well fitted curve in the direction sought with a large enough effect; inconclusive = small, poorly fitted or top-dose-only effect, or another doubt; inactive = no such curve, though single readings can be large; an effect the other way counts as inactive or inconclusive.
SMILES,Rab9 promoter act,Coupling enz,uPA surface inh,FLuc counter,Giardia kill,RORgamma inh,ELG1 genotox,Tb PFK block,VP16 counter,KCNH2 3.1 block,NPC1 prom act
CCOc1ccccc1N1CCN(C(=O)Cc2ccc(S(=O)(=O)N3CCOCC3)s2)CC1,-2%,/,-3%,3%,-1,/,-1%,0%,/,-2,-5%
CNC(=O)COc1ccc(-c2nn(C)c(=O)c3ccccc23)cc1,-1%,-1,-4%,2%,6,-32%,20%,3%,5%,4,-2%
CN(C)c1ccc(-c2nnc(-c3ccc(S(=O)(=O)C(F)F)cc3)o2)cc1,27%,0,-4%,-1%,-8,5%,-5%,-3%,0%,-13,?
O=C(Cc1cccs1)N/N=C/C=C/c1ccccc1[N+](=O)[O-],?,2,-1%,-11%,0,2%,14%,-2%,-13%,-3,?
Cc1nc2c(c(=O)n1CCC(C)C)c1nc3ccccc3nc1n2Cc1ccc2c(c1)OCO2,0%,2,2%,4%,-10,-21%,-2%,-1%,-5%,-1,0%
COc1ccc2nc(NC(=O)CS(=O)(=O)Cc3ccccc3)sc2c1,11%,7,?,?,27,?,5%,-7%,?,-2,-1%
CC(C(=O)Nc1ccc2c(c1)OCO2)N1CCN(C)CC1 (stereo not given),11%,1,1%,2%,-17,2%,0%,-5%,3%,7,2%
COc1ccc(NC(=O)Nc2cc(C)ccc2F)cc1OC,?,0,3%,?,3,1%,13%,0%,?,/,25%
CCCNC(=O)CCNC(=O)c1ccc(C(C)(C)C)cc1,3%,2,2%,-1%,17,6%,1%,2%,1%,0,0%
CCOc1ccccc1C(C(=O)NCCOC)N(CCOC)C(=O)Cn1nnc2ccccc21 (stereo not given),-1%,3,-3%,0%,-17,11%,-1%,0%,-4%,22,-2%
COc1cc(C(=O)CCN2CCC(c3ccccc3)C2)cc(OC)c1OC (stereo not given),10%,0,?,-3%,1,16µM*,3%,-12%,?,-21,0%
C=CCn1c(SCc2csc(C)n2)nc2scc(-c3ccc(C)o3)c2c1=O,-5%,-2,/,0%,-3,?,2%,-16%,-2%,-42,-4%
O=S(=O)(Nc1ccc(-c2cn3c(n2)SCC3)cc1)c1ccccc1F,0%,/,-2%,-13%,-5,-1%,0%,7%,12%,-3,2%
Cc1cccc(NC(=O)CSc2nc3c(c(=O)[nH]2)CCC3)c1C,-4%,8,5%,2%,-7,21%,1%,-4%,1%,-2,-4%
O=C(c1cc2c(s1)CCCC2)N1CCN(C(=O)C2CCCO2)CC1 (stereo not given),-3%,-6,/,1%,18,10%[0.365 µM],6%,-3%,/,11,1%
CCOC(=O)CC1C(=O)NCCN1S(=O)(=O)c1ccc(NC(C)=O)cc1 (stereo not given),6%,1,0%,3%,-1,-12%,10%,1%,-5%,9,-3%
CC1(C)CC(N2CCOCC2)=CC(=[N+]2CCOCC2)C1,1%,0,0%,-2%,3,0%,-1%,0%,15%,25,-4%
Cc1ccc(N(CCCCN2C(=O)c3ccccc3C2=O)C(=O)c2cccc([N+](=O)[O-])c2)cc1,0%,-1,-6%,2%,-5,31%,-12%,-1%,-14%,?,0%
CC1CCN(c2ccc3c(c2)S(=O)(=O)c2cccc(C(=O)O)c2C3=O)CC1,/,/,?,/,-26,/,4%,-1%,/,12,/
COc1ccc(N2CCCn3c2nc2c3c(=O)n(CCCc3ccccc3)c(=O)n2C)cc1,5%,0,/,7%,/,?,-4%,0%,-1%,/,-1%
CCOc1ccc(OCCC(=O)N(CC)CC(=O)NCc2cccs2)cc1,0%,/,7%,-16%,7,/,1%,0%,/,14,-4%
NC(=O)C1=C[C@H](c2ccc(Br)cc2)C[C@H](OCc2ccc(CO)cc2)O1,?,0,10%,?,-7,25%,?,-1%,-19%,-16,27%
CCn1cc(/C=C/C(=O)Nc2ccn(Cc3c(F)c(F)cc(F)c3F)n2)cn1,0%,1,10%,?,9,-31%,-2%,-4%,-1%,8,2%
COc1cc(/C=N/NC(=O)c2ccncc2)ccc1OC(=O)c1cc(OC)c(OC)c(OC)c1,0%,0,-3%,-2%,-10,4%,5%,-1%,-5%,3,1%
Cn1c(C(=O)N2CCCC(C(=O)NCCCc3ccccc3)C2)cc2sccc21 (stereo not given),1%,4,-4%,2%,18,8%,-18%,0%,1%,-22,0%
CCCOc1ccccc1-c1nc2c([nH]1)c(=O)[nH]c(=O)n2C,-1%,1,-1%,7%,-4,-13%,?,0%,-9%,-5,-1%
Cc1ccc(S(=O)(=O)N2CCN(C(=O)COc3ccc(-c4nnco4)cc3)CC2)cc1,0%,5,-1%,2%,-2,25%,0%,0%,-2%,4,-1%
Cc1ccc(N/C=C/C(=O)c2cccs2)cc1,0.14µM*,-1,?,0.12µM*,-25,?,0.16µM*,-7%,8.9µM*,-14,?
COc1cc(OC)c(-c2nc3ccccc3s2)cc1OC,9%,-3,-16%,12µM*,-7,8%,-4%,1%,11%,8,10%
Cc1csc(=N)n1CC(=O)N1CCc2ccccc21,17%,1,2%,-1%,-13,22%,2%,-2%,3%,-9,4%
CCOCC(=O)Nc1ccc(C(=O)Nc2ccccc2Cl)cc1,29%,1,/,-15%,/,-11%,12%,2%,-8%,/,12%
O=C(Cc1n[nH]c(=O)c2ccccc12)Nc1cc(Cl)ccc1-n1cncn1,-1%,/,4%,-1%,-11,/,1%,-1%,/,3,-4%
O=C(Nc1ccncc1)c1cc(-c2ccccn2)nc2ccc(Br)cc12,-10%,1,0%,-4%,1,-25%,8%,1%,4%,5,2%
CCCCCCC1CCC(C(=O)Nn2c(C)nc3ccccc3c2=O)CC1 (stereo not given),-1%,0,-1%,0%,7,?,3%,-6%,-1%,1,0%
CCc1ccc(N2C(=O)CN(CC(=O)OC)C2=S)cc1,-2%,-1,0%,-1%,-7,4%,0%,3%,19%,11,-1%
COc1ccc(N(Cc2cc3cc(C)ccc3[nH]c2=O)C(C)=O)cc1,-2%,3,-2%,1%,2,-18%,-5%,-7%,-5%,-2,-2%
O=C(Nc1ccc(F)cc1)c1ccccc1Oc1ccc(C(F)(F)F)cc1[N+](=O)[O-],-2%,-2,5%,4%,-13,24%,-7%,2%,?,-3,1%
CN(C)S(=O)(=O)c1cccc(NC(=O)COc2nc3ccccc3nc2N2CCOCC2)c1,5%,0,1%,4%,1,13%,3%,1%,0%,-1,1%
COc1ccc(S(=O)(=O)n2nc(OCc3cccs3)cc2N)cc1,-3%,0,10%,0%,10,?,-7%,2%,?,2,1%
COc1ccc(CO/N=C/c2c(C)[nH]c(=O)[nH]c2=O)cc1,-2%,-1,-1%,2%,-2,8%,3%,8%,-4%,12,2%
COc1ccc(CNC(=O)CSc2nnc(C(F)(F)F)n2C)cc1,-2%,0,-1%,2%,-1,-4%,-1%,1%,-12%,0,1%
Cc1cc(C(=O)OCC(=O)N2CC(=O)Nc3ccccc32)no1,-41%[inhibitor],0,/,0%,-5,-18%,7%,0%,0%,3,-2%
CN1CCCN(C(=O)c2ccccc2Cl)CC1,4%,2,-2%,-2%,0,-36%,-2%,0%,-2%,4,-3%
Cc1cc(OCCN2CCC(Cc3ccccc3)CC2)ccc1[N+](=O)[O-],-1%,-2,-2%,1%,11,/,-7%,-3%,/,-71*,-6%
CC(C)NC(=O)CCNS(=O)(=O)c1ccc(Br)cc1,-7%,-2,/,0%,3,2%,0%,4%,3%,7,-3%
CCOc1ccc(-n2c(COc3ccccc3)nnc2SCC(N)=O)cc1,2%,7,-3%,3%,18,7%,0%,-2%,3%,5,2%
COc1cc(NS(=O)(=O)c2ccc(NC(=S)NC(=O)/C=C/c3ccc(OC)c(OC)c3)cc2)ncn1,5%,-1,-6%,-7%,15,8%,4%,-11%,15%,13,-4%
N/C(=N\OS(=O)(=O)c1ccccc1)c1cccnc1,-3%,2,4%,4%,0,-10%,4%,0%,-14%,4,-3%
Cn1c(=O)n(C)c2cc(N3CCCC3)c(NC(=O)c3cccc(F)c3)cc21,6%,-4,-4%,2%,-9,-32%,5%,-4%,-11%,-11,-3%
CC(C)C(=O)c1cn(CC(=O)N2CCCc3ccccc32)c2ccccc12,0%,0,/,3%,-13,16%,-1%,0%,3%,12,0%
Cc1onc(-c2ccccc2)c1C(=O)n1cc(Br)cn1,1%,-1,2%,1%,0,9%,3%,-3%,-9%,30,0%
CCCn1c2c(c(O)c(C(=O)Nc3ncccc3C)c1=O)CCCC2,-2%,-2,-2%,3%,11,8%,1%,-1%,6%,-2,8%
CCOC(=O)c1cn(CC)c2cc(N3CCOCC3)c(F)cc2c1=O,-2%,0,-16%,2%,-8,0%,1%,1%,2%,5,0%
